KDM4C inh: inhibitors of GASC-1 (KDM4C) histone demethylase, primary screen, biochemical, single concentration HTS; actives 0.15% (n = 96,000); GST-KDM4C 2-372, H3K9me3 peptide, LANCE TR-FRET; Lysine-specific demethylase 4C (Homo sapiens), Q9H3R0; inhibition, % at 12.5 µM; AID 720574, 2013;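 active means mean replicate inhibition above about 25%, with at least 55% of replicates also reaching it, limit read from the data, passing the limit was not always enough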
Target sequence (Q9H3R0 2-372 limits assumed): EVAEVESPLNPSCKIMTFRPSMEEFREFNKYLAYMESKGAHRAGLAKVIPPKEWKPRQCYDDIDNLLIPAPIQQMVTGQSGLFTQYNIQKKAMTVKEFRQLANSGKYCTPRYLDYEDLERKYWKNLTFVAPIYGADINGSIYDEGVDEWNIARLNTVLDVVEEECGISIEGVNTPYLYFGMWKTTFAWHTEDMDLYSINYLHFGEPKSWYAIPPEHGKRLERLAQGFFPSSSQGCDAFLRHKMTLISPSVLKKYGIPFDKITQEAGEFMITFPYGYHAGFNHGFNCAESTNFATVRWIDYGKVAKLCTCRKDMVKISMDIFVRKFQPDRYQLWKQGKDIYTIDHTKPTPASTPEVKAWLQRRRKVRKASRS
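System: N-terminal GST-fused human GASC-1 (KDM4C) fragment, residues 2-372; amount: enzyme final amount 10 nM; incubation: reaction 30 min RT, detection step 1 h RT; medium: HEPES buffer, pH 7.5, plus ascorbate; technique: LANCE TR-FRET, Eu antibody, ULight-streptavidin, EDTA, ex 340 nm, em 618/671 nm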
C diff growth: C. difficile growth inhibitors, primary screen, HTS; Clostridium difficile clinical isolate growth, OD600, 24 h; stronger effect = lower value; growth activity, negative = inhibition, % at 16 µg/mL (by protocol); actives 0.25% (n = 86,000);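 active means mean growth activity at or below -80% and every replicate also at or below -80%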;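 further: 0% = DMSO wells and -100% = levofloxacin 16 µg/mL wells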
Pf Dd2 inh: P. falciparum Dd2 growth inhibitors, primary screen, SYBR Green fluorescence, single dose replicates | AID 1159554, 2015 | 72 h; stronger effect = lower value | activity change, % at 10 µM | actives 2.3% (n = 94,000); in the data active means activity change below about -80%
T cruzi growth: T. cruzi intracellular proliferation inhibitors, primary screen, cell-based, beta-gal Tulahuen parasites, NIH3T3 host, luminescence. T. cruzi beta-gal in NIH3T3, GalScreen luminescence, 90 h. inhibition, % at 8.34 µM. actives 5.9% (n = 77,000). AID 624255, 2012;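 active means mean inhibition above about 93%, with at least 55% of replicates each passing it, limit read from the data, passing the limit was not always enough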
Active calls of the source: *; . = no result given; & = joins results of further samples.

Start of the listing, in advance (5 entries):
mol,T cruzi growth,KDM4C inh,Pf Dd2 inh,C diff growth
CCCC(=O)Nc1ccc2c(c1)C(=O)N(C)[C@H]1CC[C@H](CC(=O)OC)O[C@H]1CO2,-2.9,-0.3,-10.5,-0.3
COc1ccc(NC(=O)N(C)C[C@H]2Oc3ccc(NC(=O)Cc4cn(C)c5ccccc45)cc3CC(=O)N([C@H](C)CO)C[C@@H]2C)cc1,1.2,-0.2,-26.2,-4.5
O=C(C[C@@H]1CC[C@@H](NC(=O)Nc2ccccc2)[C@@H](CO)O1)NCc1ccccn1,-18.1,2.0,7.4,0.4
C[C@H]1CN([C@@H](C)CO)C(=O)c2cc(NS(=O)(=O)c3ccccc3)ccc2O[C@H]1CN(C)S(=O)(=O)c1ccc(F)cc1,44.4,-0.1,-27.1,.
Cc1cccc(S(=O)(=O)N2C[C@@H]3[C@H](c4ccccc42)[C@H](CO)N3C(=O)C2CC2)c1,10.3,1.9,6.1,5.1

All compounds of this part, from the start:
mol,T cruzi growth,KDM4C inh,Pf Dd2 inh,C diff growth
CCCC(=O)Nc1ccc2c(c1)C(=O)N(C)[C@H]1CC[C@H](CC(=O)OC)O[C@H]1CO2,-2.9,-0.3,-10.5,-0.3
COc1ccc(NC(=O)N(C)C[C@H]2Oc3ccc(NC(=O)Cc4cn(C)c5ccccc45)cc3CC(=O)N([C@H](C)CO)C[C@@H]2C)cc1,1.2,-0.2,-26.2,-4.5
O=C(C[C@@H]1CC[C@@H](NC(=O)Nc2ccccc2)[C@@H](CO)O1)NCc1ccccn1,-18.1,2.0,7.4,0.4
C[C@H]1CN([C@@H](C)CO)C(=O)c2cc(NS(=O)(=O)c3ccccc3)ccc2O[C@H]1CN(C)S(=O)(=O)c1ccc(F)cc1,44.4,-0.1,-27.1,.
Cc1cccc(S(=O)(=O)N2C[C@@H]3[C@H](c4ccccc42)[C@H](CO)N3C(=O)C2CC2)c1,10.3,1.9,6.1,5.1
C[C@@H]1CN([C@@H](C)CO)C(=O)Cc2cc(NC(=O)Nc3cccc4ccccc34)ccc2O[C@@H]1CN(C)Cc1ccc(Oc2ccccc2)cc1,93.2,-2.2,0.7,-3.5
C[C@H]1CCCCO[C@H](CN(C)C(=O)NC2CCCCC2)[C@@H](C)CN([C@@H](C)CO)C(=O)c2cc(NS(C)(=O)=O)ccc2O1,57.2,-1.6,24.7,.
C[C@H](CO)N1C[C@H](C)[C@H](CN(C)C(=O)CCCN(C)C)OCCCC[C@H](C)Oc2ccc(NS(=O)(=O)c3cn(C)cn3)cc2C1=O,-26.9,2.5,49.5,6.4
COc1ccc(C#Cc2ccc([C@@H]3[C@@H](CO)N4C(=O)CN(C(C)=O)C[C@@H]34)cc2)cc1,.,-0.9,-4.2,-23.1
CCCN1[C@H](C(=O)OC)[C@@H](CO)[C@@H]2Cn3c(ccc(-c4ccccc4OC)c3=O)[C@@H]21,10.4,1.8,0.9,-2.2
O=C(c1ccc(F)cc1)N1CCCCN2[C@@H](CO)[C@H](c3ccc(-c4ccccc4)cc3)[C@@H]2C1,61.8,0.5,1.1,55.1
COc1ccccc1S(=O)(=O)N[C@H]1CC[C@H](CC(=O)NCc2cccc(F)c2)O[C@H]1CO,-26.8,-0.5,-18.4,.
C[C@@H]1CCCCO[C@@H](CN(C)C(=O)CCC(F)(F)F)[C@@H](C)CN([C@H](C)CO)C(=O)c2cc(NC(=O)C3CCCCC3)ccc2O1,32.7,6.7,-22.3,-4.4
COCC(=O)N1C[C@@H](C)[C@@H](OC)CN(C)C(=O)c2ccc(NC(=O)Nc3cccc(F)c3)cc2OC[C@@H]1C,-30.1,2.0,.,.
COc1ccc(C#Cc2ccc([C@H]3[C@@H](CO)N4CCCCN(C(=O)c5ccncc5)C[C@@H]34)cc2)cc1,116.4*,0.7,5.9,-19.6
O=C(NCC1CC1)[C@@H]1[C@@H](CO)[C@@H]2Cn3c(cccc3=O)[C@@H]2N1Cc1cncnc1,-85.8,0.3,.,20.5
O=C(C[C@H]1CC[C@@H]2[C@H](COC[C@H](O)CN2C(=O)c2ccncc2)O1)NCc1ccc(-c2ccccc2)cc1,-45.5,2.1,-13.4,.
C[C@@H]1CN([C@H](C)CO)C(=O)c2cc(NC(=O)Nc3ccc(C(F)(F)F)cc3)ccc2O[C@@H](C)CCCCO[C@@H]1CN(C)C(=O)c1ccccc1,72.4,0.0,-68.5,4.3
C[C@H]1CN([C@@H](C)CO)C(=O)CCCn2cc(nn2)CO[C@@H]1CN(C)C(=O)C1CC1,4.2&28.2,-0.9,3.3&13.8,-3.1&-1.9
CC(=O)N1C[C@@H]2[C@H](c3ccccc31)[C@H](CO)N2C(=O)c1ccc(F)cc1,7.5,-1.1,19.2,1.9
C[C@H](CO)N1C[C@H](C)[C@@H](CN(C)S(=O)(=O)c2ccccc2)Oc2ccc(NC(=O)Cc3cn(C)c4ccccc34)cc2C1=O,28.8,.,-87.5*,-0.9
C[C@@H]1CN([C@@H](C)CO)C(=O)c2cc(C#Cc3cccnc3)cnc2O[C@H]1CN(C)C,34.0,-0.4,-14.0,-0.3
Cc1noc(C)c1NC(=O)Nc1ccc2c(c1)C(=O)N([C@H](C)CO)C[C@H](C)[C@@H](CN(C)CC1CCCCC1)OCCCC[C@@H](C)O2,36.3,-0.8,30.1,9.1
C[C@@H]1CN([C@@H](C)CO)C(=O)c2cc(-c3cccc(C#N)c3)cnc2O[C@H]1CN(C)Cc1ccccc1,-21.3,-0.9,-5.3,1.4
COc1ccccc1NC(=O)N[C@H]1C=C[C@H](CC(=O)N2CCC(Cc3ccccc3)CC2)O[C@H]1CO,.,-1.5,13.5,-9.4
Cc1ccc(S(=O)(=O)Nc2ccc3c(c2)CC(=O)N([C@@H](C)CO)C[C@H](C)[C@H](CN(C)S(=O)(=O)c2cccs2)O3)cc1,23.5,3.0,-60.2,-0.3
Cc1noc(C)c1NC(=O)N(C)C[C@H]1Oc2ccc(NC(=O)NC(C)C)cc2CC(=O)N([C@@H](C)CO)C[C@@H]1C,18.9,0.6,1.2,-3.2
O=C(NCC1CCCCC1)[C@@H]1N[C@@H]2c3ccc(C4=CCCCC4)c(=O)n3C[C@@H]2[C@H]1CO,30.8,1.2,-6.2,2.4
Cc1noc(C)c1S(=O)(=O)Nc1ccc2c(c1)C(=O)N([C@H](C)CO)C[C@H](C)[C@H](CN(C)Cc1ccc(C(F)(F)F)cc1)OCCCC[C@H](C)O2,101.2*,8.4,-64.1,20.1
COc1ccc(S(=O)(=O)N(C)C[C@H]2Oc3ccc(NC(=O)CCCCCC(=O)Nc4ccccc4N)cc3CC(=O)N([C@H](C)CO)C[C@@H]2C)cc1,31.8,-0.1,-20.7,-7.4
Cc1noc(C)c1NC(=O)Nc1ccc2c(c1)CC(=O)N([C@H](C)CO)C[C@@H](C)[C@@H](CN(C)Cc1ccc(Cl)c(Cl)c1)O2,85.0,0.7,1.8,-12.3
CN1c2ccc(C3=CCCCC3)cc2[C@@H]2[C@@H](CCN2C(=O)Nc2cc(F)ccc2F)[C@@H]1CO,54.0,0.3,-41.1,-0.2
O=C(C[C@H]1C=C[C@@H](NC(=O)Cc2ccccn2)[C@@H](CO)O1)NCCc1ccccc1,.,1.5,10.2,-2.2
Cc1ccc(S(=O)(=O)Nc2ccc3c(c2)C(=O)N([C@H](C)CO)C[C@H](C)[C@H](CN(C)Cc2ccc(C(F)(F)F)cc2)OCCCC[C@H](C)O3)cc1,.,-0.4,-74.9,3.2
C[C@@H]1CCCCO[C@@H](CN(C)C(=O)Nc2ccc(F)cc2)[C@H](C)CN([C@@H](C)CO)C(=O)c2cc(NC(=O)Nc3ccc(F)cc3)ccc2O1,.,-0.1,-23.3,.
CCCNC(=O)Nc1ccc2c(c1)OC[C@@H](C)N(C(=O)C1CCCCC1)C[C@@H](C)[C@H](OC)CN(C)C2=O,1.0,1.9,.,.
O=C(NC1CCCCC1)N1CC(=O)N2[C@H](CO)[C@H](c3ccc(-c4cccnc4)cc3)[C@@H]2C1,.,-1.0,28.4,7.4
C[C@@H]1CN([C@H](C)CO)S(=O)(=O)c2ccc(-c3ccncc3)cc2O[C@H]1CN(C)Cc1ccc(Oc2ccccc2)cc1,52.6,3.4,-87.4*,10.7
Cc1ccc(S(=O)(=O)N(C)C[C@@H]2Oc3ncc(C#CCC(C)C)cc3C(=O)N([C@@H](C)CO)C[C@H]2C)cc1,117.2*,0.6,-25.7,-9.0
COCC(=O)NC[C@H]1[C@@H](c2ccccc2)[C@@H](CO)N1C(C)=O,-10.0,3.0,7.0,-1.9
O=C(Nc1ccccc1F)N1CCCCN2[C@H](C1)[C@H](c1ccc(C3=CCCC3)cc1)[C@@H]2CO,37.2,-0.2,6.6,2.3
CN(C)C(=O)c1cccc(-c2ccccc2[C@@H]2[C@@H](CO)N(C(=O)C3CCC3)[C@H]2C#N)c1,.,-0.4,20.5,1.7
C[C@@H]1CN([C@H](C)CO)C(=O)c2cc(C#Cc3ccccn3)cnc2O[C@@H]1CN(C)Cc1cccnc1,53.3,-1.8,4.8,5.4
CCCNC(=O)N1CC2(CCN(C(=O)C3CCCC3)CC2)c2c([nH]c3cc(OC)ccc23)[C@@H]1CO,.,.,-43.1,-4.4
COc1cccc(NC(=O)N(C)C[C@@H]2Oc3cc(C#Cc4ccccc4)ccc3S(=O)(=O)N([C@H](C)CO)C[C@@H]2C)c1,86.4*,.,-90.3*,-12.7
C[C@H](CO)N1C[C@H](C)[C@@H](CN(C)S(C)(=O)=O)Oc2cc(-c3ccncc3)ccc2S1(=O)=O,-9.5,-1.0,-1.5,1.2
COC(=O)N(C)C[C@@H]1OCc2cnnn2CCCC(=O)N([C@H](C)CO)C[C@@H]1C,-33.2&23.2,0.4,-1.2&6.2,.
COc1cccc(C#Cc2ccc([C@@H]3[C@H]4CN(C(=O)C5CC5)CC(=O)N4[C@H]3CO)cc2)c1,.,0.2,-39.2,-14.0
COc1ccc(S(=O)(=O)Nc2ccc3c(c2)C(=O)N([C@H](C)CO)C[C@@H](C)[C@H](CN(C)CC2CC2)OCCCC[C@@H](C)O3)cc1,.,-2.0,-55.2,-1.5
CCCNC(=O)C[C@@H]1CC[C@H]2[C@@H](COC[C@H](O)CN2Cc2ccncc2)O1,40.7,4.7,1.8,.

The list goes on.
mol,T cruzi growth,KDM4C inh,Pf Dd2 inh,C diff growth
O=C(C[C@@H]1C[C@H]2c3cc(NS(=O)(=O)c4ccc(F)cc4)ccc3O[C@H]2[C@H](CO)O1)NCc1ccccc1,-75.5,-2.6,-2.3,.
CC(C)CC#Cc1ccc2c(c1)O[C@@H](CN(C)C(=O)CN(C)C)[C@H](C)CN([C@H](C)CO)S2(=O)=O,68.3,-0.6,-61.0,-12.5
CO[C@H]1CN(C)C(=O)c2cc(NC(=O)Nc3cc(F)ccc3F)ccc2OC[C@@H](C)N(C(=O)c2cnccn2)C[C@H]1C,.,0.4,-12.4,.
Cc1ccc(S(=O)(=O)N[C@H]2CC[C@H](CCNS(=O)(=O)Cc3ccccc3)O[C@H]2CO)cc1,3.4,-1.0,2.9,-6.9
C[C@@H]1CCCCO[C@@H](CN(C)C(=O)Nc2ccc3c(c2)OCO3)[C@H](C)CN([C@@H](C)CO)C(=O)c2cc(NC(=O)NC3CCCCC3)ccc2O1,52.1,-1.4,9.7,-6.8
O=C(N[C@H]1CC[C@@H](CCNC(=O)C2CCOCC2)O[C@H]1CO)c1ccncc1,-33.6,0.7,7.1,.
CCS(=O)(=O)Nc1ccc2c(c1)OC[C@H](C)NC[C@@H](C)[C@@H](OC)CN(C)C2=O,10.8,0.1,39.2,-3.3
C[C@@H]1CN([C@H](C)CO)C(=O)Cc2cc(NC(=O)C3CCCCC3)ccc2O[C@H]1CN(C)Cc1ccc(C(=O)Nc2ccccc2N)cc1,.,-3.0,-57.3,-1.4
COc1ccc(CN(C)C[C@@H]2Oc3c(NC(=O)Nc4ccc(OC)cc4)cccc3C(=O)N([C@H](C)CO)C[C@H]2C)cc1,-8.8,0.0,-0.7,-0.6
CC=Cc1ccc2n(c1=O)C[C@@H]1[C@@H](CO)[C@H](C(=O)Nc3ccc(-c4ccccc4)cc3)N(CC)[C@H]21 (mixture of isomers),74.0,-0.6,-39.5,20.7
C[C@H](CO)N1C[C@H](C)[C@H](CN(C)Cc2ccc(C(=O)O)cc2)Oc2c(NC(=O)Nc3ccc(F)cc3)cccc2C1=O,5.1,-0.7,20.9,-2.4
CC(C)CC#Cc1ccc2c(c1)O[C@H](CN(C)C(=O)c1cnccn1)[C@H](C)CN([C@@H](C)CO)S2(=O)=O,.,-2.3,14.1,-3.6
